AmpC inh det = AmpC beta-lactamase inhibition, detergent assay; P00811; purified AmpC, nitrocefin hydrolysis with detergent; Potency, µM (highest dose often 28.7 µM), for inactives: at the top dose activity change, negative = inhibition; 71,000 compounds, 0.09% hits; active = well fitted curve in the direction sought with a large enough effect
Target sequence (P00811 whole entry, looked up): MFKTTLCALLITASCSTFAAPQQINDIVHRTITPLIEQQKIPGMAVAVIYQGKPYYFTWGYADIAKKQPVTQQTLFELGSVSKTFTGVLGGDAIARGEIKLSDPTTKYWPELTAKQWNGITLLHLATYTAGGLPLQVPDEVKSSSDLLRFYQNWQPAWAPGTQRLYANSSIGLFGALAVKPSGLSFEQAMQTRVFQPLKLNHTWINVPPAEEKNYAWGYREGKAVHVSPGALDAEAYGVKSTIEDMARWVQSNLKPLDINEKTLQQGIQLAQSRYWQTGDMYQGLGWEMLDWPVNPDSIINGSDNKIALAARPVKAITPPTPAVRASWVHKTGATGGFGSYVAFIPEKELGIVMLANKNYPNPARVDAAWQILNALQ
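E. coli AmpC (5.3 nM) in 20 mM phosphate pH 7.0 with 0.01% Triton X-100, preincubated 15 min RT with compound; nitrocefin (2 uL of 800 uM stock) hydrolysis followed by 480 nm absorbance every 20 s over 4 min.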
* hit, by the source's call; & = joins results of further samples; [ ] = remark or other dose. % is scaled to controls: 0 for no effect and ±100 for the full control effect; potency is read from the fitted curve at half-maximal effect.

Compound | AmpC inh det
CC(=O)CCS(=O)(=O)c1ccc(C)c(C)c1 | 16.5%
Cc1cc(=O)[nH]c2c1c(C)nn2-c1ccccc1 | -1.9%
Cn1c(=O)cc(-c2ccccc2)c2ccccc21 | -5.2%
CCOC(=O)C(C)(C)Oc1ccc(Cl)cc1 | -1.9%
CCOC(=O)C1=C(N)Oc2cc(C)n(C)c(=O)c2C1c1ccncc1 (stereo not given) | -3.1%
NCCSCCC(=O)O | -3.7%[5.75 µM]
CSC1=C(C#N)C(c2ccc(Cl)cc2)C2=C(CC(C)(C)CC2=O)N1 (stereo not given) | -2.4%
CCCCNc1nc(SC)nc2nc[nH]c12 | -3.6%[5.75 µM]
Cc1cc(C)nc(SCc2nc3ccccc3n2C)n1 | -4.9%
Cc1cc(=O)c2c(O)c(O)ccc2o1 | -0.6%

Going on with the list.
Compound | AmpC inh det
CC(C)NC(=O)N1CCC2(CC1)CCN(C(=O)c1ccco1)CC2 | -6.2%
COc1ccc(C(CNC(=O)c2ccc3c(c2)C(=O)N(CCC(C)C)C3=O)N2CCOCC2)cc1 (stereo not given) | 13.4%
CN1CCC2(CC1)CCN(C(=O)c1cc(C(F)(F)F)cc(C(F)(F)F)c1)CC2 | -2.3%
O=C(NCc1ccccn1)C1CCN(S(=O)(=O)c2ccccc2)CC1 | -5.2%
COc1ccc(CNC(=O)COC(=O)c2c[nH]c(=O)[nH]c2=O)cc1OC | -4.6%
CCn1cc(C(=O)NCc2ccco2)c(=O)c2cc(S(=O)(=O)N3CCC(C)CC3)ccc21 | 3.9%
Cc1cc(C)nc(N2CCC(C(=O)NCCc3ccc(F)cc3)CC2)n1 | 11.9%
CCC1CCCCN1C(=O)CSc1nnc(-c2ccc(Cl)s2)o1 (stereo not given) | 0.0%
CC1CCN(CC(O)COc2ccc(F)cc2)CC1 (stereo not given) | 9.5%
CC(=O)[C@@H]1CC[C@@H]2[C@H]3CC[C@H]4C[C@@H](O)CC[C@]4(C)[C@@H]3C(=O)C[C@]21C | -1.1%

Reprinted at random: 2 compounds from above.
Compound | AmpC inh det
CCCCNc1nc(SC)nc2nc[nH]c12 | -3.6%[5.75 µM]
CCC1CCCCN1C(=O)CSc1nnc(-c2ccc(Cl)s2)o1 (stereo not given) | 0.0%

Next section.
Compound | AmpC inh det
Cc1cc(N2CCN(C(=O)c3ccco3)CC2)n2nc(-c3cccc(F)c3)cc2n1 | -4.5%
CCc1ccccc1NC(=O)c1cnc2scc(C)n2c1=O | 14.6%
Clc1ccc(C(c2ccc(Cl)cc2)C(Cl)Cl)cc1 | 12.0%
Cc1ccc(-c2noc(CCC(=O)NCCN3CCN(Cc4ccccc4)CC3)n2)cc1 | -0.5%
O=C(CCCN1CCC(c2ccccc2)C1)c1ccc2c(c1)OCCO2 (stereo not given) | 4.4%
CCC(C)NC(=O)c1cc(OC)c(OC)c(OC)c1 (stereo not given) | -2.1%
O=C(CSc1nc2ccccc2c(=O)n1-c1ccc(Cl)cc1)c1ccco1 | -0.2%
O=C(c1ccc(COCC(F)(F)F)o1)N1CCCCCC1 | -1.6%
Cc1ccc2cc3cc(C(=O)N4CCC5(CC4)OCCO5)oc3nc2c1 | -2.8%
NCCCCN | 0.5%

Remaining list, next part.
Compound | AmpC inh det
CCOc1ccc(NC(=O)Cn2nnc(C(=O)NCc3ccccc3OC)c2N)cc1 | -4.5%
Cc1ccc(C)c(-n2c(CNC(=O)c3ccco3)nnc2SCC(=O)N2CCc3ccccc32)c1 | 9.4%
COC(=O)c1ccc(C(NC(=O)OCc2ccccc2)/C(C)=C/[C@@H](C)C(=O)N(C)Cc2cccnc2)cc1 (stereo not given in full) | 2.3%
CCn1c(=O)c2c(nc3n2CC(C)CN3CCc2ccccc2)n(C)c1=O (stereo not given) | -4.8%
COc1cccc(NC(=O)CSc2nncn2-c2ccccn2)c1 | -4.7%
O=C(Nc1ccccn1)C12CC3CC(C1)CC(C(=O)Nc1ccccn1)(C3)C2 | -4.1%
N/C(=N\O)c1ccc(NC(=O)c2ccc(Br)o2)cc1 | -4.4%
CCCn1c(=O)c2[nH]c(-c3ccccc3)nc2n(CCC)c1=O | -3.1%
Cc1cccnc1NC(=O)CCCN1C(=O)c2ccccc2C1=O | -5.5%
CCn1cc(C(=O)N2CCOCC2)c(=O)c2cc(S(=O)(=O)N(C)C)ccc21 | 13.3%

Some of the entries so far, with each value named.
> CCCn1c(=O)c2[nH]c(-c3ccccc3)nc2n(CCC)c1=O
  AmpC inh det: -3.1%
> Cc1cccnc1NC(=O)CCCN1C(=O)c2ccccc2C1=O
  AmpC inh det: -5.5%
> CCn1cc(C(=O)N2CCOCC2)c(=O)c2cc(S(=O)(=O)N(C)C)ccc21
  AmpC inh det: 13.3%

Looked up above:
Entry for `CCOC(=O)C1=C(N)Oc2cc(C)n(C)c(=O)c2C1c1ccncc1` (stereo not given) under AmpC inh det: -3.1%
Entry for `CC(C)NC(=O)N1CCC2(CC1)CCN(C(=O)c1ccco1)CC2` under AmpC inh det: -6.2%

The main list resumes; the three compounds before the break are reprinted first.
Compound | AmpC inh det
CCCn1c(=O)c2[nH]c(-c3ccccc3)nc2n(CCC)c1=O | -3.1%
Cc1cccnc1NC(=O)CCCN1C(=O)c2ccccc2C1=O | -5.5%
CCn1cc(C(=O)N2CCOCC2)c(=O)c2cc(S(=O)(=O)N(C)C)ccc21 | 13.3%
O=C(CSc1nc(-c2ccco2)cc(C(F)(F)F)n1)Nc1ccc2c(c1)CCC2 | -3.8%
COc1cc(OC)cc(C(=O)NCc2nc(-c3ccccc3)no2)c1 | -1.2%
COc1ccc(N(CC(=O)Nc2cc(OC)ccc2OC)S(C)(=O)=O)cc1 | -10.6%
COc1cc2c(CCNC(C)=O)c[nH]c2cc1Cl | -4.5%&2.0%
O=C(Nc1nc(-c2ccncc2)cs1)c1ccc(S(=O)(=O)N2CCOCC2)cc1 | -3.6%
CC(CN(C)Cc1ccccc1)OC(=O)c1ccc2c(c1)OCCO2 (stereo not given) | 5.3%
CN(C)c1cc(O)c(C(=S)Nc2ccccc2)c(N(C)C)c1 | -3.1%
O=C(NC1CCCCCCC1)c1ccco1 | -2.6%
COCCn1c(=NC(=O)CSC(C)=O)sc2cc(OC)ccc21 | 8.1%
CN(C1CCS(=O)(=O)C1)S(=O)(=O)c1ccc(N2CCCC2=O)cc1 (stereo not given) | -6.0%

Going on with the list.
Compound | AmpC inh det
CCc1nnc(NC(=O)c2ccncc2)s1 | -4.0%
CCOC(=O)c1cc2cc(C)ccc2[nH]1 | -3.2%
CC1CC(C)CN(CCCn2c(=S)[nH]c3ccccc3c2=O)C1 (stereo not given) | 14.9%
CC(=O)c1cccc(NC(=O)N2CCCC2C(=O)NCc2ccccc2)c1 (stereo not given) | -4.1%
Cc1nn(CC(O)COc2ccc3c(c2)CCC3)c(C)c1C (stereo not given) | -5.0%
COC(=O)C1=C(N)Oc2cc(C)n(Cc3cccnc3)c(=O)c2C1c1ccc(OC)c(OC)c1OC (stereo not given) | -0.3%
CCCC(=O)Nc1c(O)c2ccccc2[nH]c1=O | 5.1%
CCC(C)(C)n1nnnc1C(c1cc2cc(OC)c(OC)cc2[nH]c1=O)N1CCc2ccccc21 (stereo not given) | -6.0%
NC(=O)C1CCCN(S(=O)(=O)c2ccccc2)C1 (stereo not given) | -3.5%
COc1ccc(NC(=O)c2ccco2)cc1NC(=O)c1ccc(Br)o1 | -2.1%

Following part.
Compound | AmpC inh det
CCC(C)NC(=O)Cn1cnc2sc(C)cc2c1=O (stereo not given) | 12.0%
c1csc(-c2csc(-c3cccs3)n2)c1 | -6.9%
CNC(=O)Nc1cc(C(C)(C)C)no1 | -4.9%
CSc1nc(-c2ccco2)nn1S(=O)(=O)c1ccccc1 | -10.0%
CS(=O)(=O)N1CCN(C(=O)c2ccc(-c3ccccc3)cc2)CC1 | 7.2%
CCC(c1nnnn1CCc1ccccc1)N1CCN(C(=O)c2ccco2)CC1 (stereo not given) | -2.5%
CC(C)(C)OC(=O)NC(CCNC=C1C(=O)OC(C)(C)OC1=O)C(=O)O (stereo not given) | -3.3%
C=CC(=O)OC | 6.5%
Cc1nn(Cc2ccc(Cl)c(Cl)c2)c(C)c1NC(=O)c1cc(-c2ccco2)on1 | -2.5%
CCOc1ccc(C2C(C(=O)Nc3ccc(F)cc3)=C(C)Nc3nc(CCCO)nn32)cc1 (stereo not given) | 8.7%

The results go on:
Compound | AmpC inh det
O=C1c2ccccc2CN1CCNS(=O)(=O)c1ccc(Cl)cc1 | -0.2%
CC(C)Cn1c(=O)c(C(=O)Nc2ccccc2S(N)(=O)=O)c(O)c2ccccc21 | 5.8%
CCOC(=O)Nc1ccc(S(=O)(=O)NCc2ccccc2)cc1 | -2.1%
CCc1ccc2nc(SCC(=O)N(CC)CC)c(C#N)cc2c1 | -3.2%
O=C(Nc1ccc(Cl)cc1)Nc1ccc2c(c1)N1CCN=C1S2 | 1.2%
COc1cccc(-n2c(CNc3ccc(F)cc3)nnc2SCC(N)=O)c1 | 0.7%
CC1=C(C(=O)N2CCC3(CC2)OCCO3)C2(CCC(C)CC2)OC1=O (stereo not given) | -3.4%
Cn1cccc1C(=O)N1CCC2(CC1)CCN(c1ccc(-c3ccccc3)cc1)CC2 | -1.8%
CC(C)c1nccn1Cc1ccc(Cl)cc1Cl | -4.2%[5.75 µM]
COc1cc(OC)c(C2C(C#N)=C(N)Oc3cc(C)n(CCCN4CCOCC4)c(=O)c32)cc1OC (stereo not given) | 17.9%

The list goes on.
Compound | AmpC inh det
O=C(CN1C(=O)CSC1=O)Nc1ccccc1N1CCOCC1 | 1.3%
CCOc1ccccc1-n1nnnc1SCc1nc2ccccc2s1 | -1.7%
CCN(CC)c1ccc(NC(=O)Cn2cc3c(n2)CCC(C)C3)c(C)c1 (stereo not given) | 3.8%
O=C(NCCc1c[nH]c2ccccc12)C1CCN(c2nnc(N3CCCC3=O)s2)CC1 | -3.8%
Oc1cccc(Nc2ccccc2)c1 | 10.6%
O=C(Sc1nnc(-c2ccccc2)o1)N1c2ccccc2Sc2ccccc21 | -1.3%
CN(C(=O)c1ccc(NC(=O)C2CC=CCC2C(=O)O)cc1)c1ccccc1 (stereo not given) | -3.2%
CCOCCn1c(N2CCN(c3ccc(OC)cc3)CC2)nc2c1c(=O)n(C)c(=O)n2C | -2.0%
O=C(CC1(O)C(=O)Nc2cc(Cl)cc(Cl)c21)c1ccccc1O (stereo not given) | 10µM*
Cc1ccc2c(c1)C(O)(CC(=O)c1cccnc1)C(=O)N2 (stereo not given) | -0.4%

Next part:
Compound | AmpC inh det
COC(=O)c1ccc(-c2ccc(CNCC(O)c3ccccc3)o2)cc1 (stereo not given) | -6.6%
N[C@@H](Cc1c[nH]c2ccccc12)c1nnc(SCc2ccccc2F)o1 | -1.7%
CC[C@]1(c2ncc[nH]2)Cc2ccccc2O1 | 1.6%
OC(CN1CCCCC1)CN(c1ccccc1)c1ccccc1 (stereo not given) | 5.0%
CN(C)S(=O)(=O)c1ccc(NS(=O)(=O)/C=C/c2ccccc2)cc1 | -5.2%
COc1ccc(CCNC(=O)CCNS(=O)(=O)c2cccc3nsnc23)cc1OC | -1.8%
COCCn1c(=O)c(-c2cc(F)cc(F)c2)nc2cnc(OC)nc21 | -2.8%
Cc1c(NC(=O)CSc2nncc3ccccc23)c(=O)n(-c2ccccc2)n1C | -3.3%
CCOc1ccc(CNC23CN4CN(CN(C4)C2)C3)cc1 | 2.0%
Cc1c(Br)cc(C(=O)NCCCN2CCOCC2)c(C)c1C | 13.9%

The list continues:
Compound | AmpC inh det
CCCCn1c(C(C)NC(=O)CCC)nc2ccccc21 (stereo not given) | 11.6%
O=C(CN1C(=O)CSC1=O)c1ccccc1 | -2.2%
C/C=C1\C[C@H](C)[C@](O)(CO)C(=O)OCC2=CCN3CC[C@@H](OC1=O)[C@@H]23 | -3.8%
Cc1csc(N(C(=O)c2cccc(S(=O)(=O)N(C)C)c2)c2ccccc2)n1 | 1.1%
COc1ccccc1CNC(=O)c1cnc2ccccn2c1=O | 10.8%
CCNc1ncc2nc(-c3ccc(F)cc3)c(=O)n(CCOC)c2n1 | -0.6%
CSCCC(NC(=O)C1CCC(C)CC1)C(=O)N1CCN(c2ccccn2)CC1 (stereo not given) | -2.1%
Cc1ccc(S(=O)(=O)c2cc3c(=O)n4ccccc4nc3n(CC3CCCO3)c2=N)cc1C (stereo not given) | -1.6%
CCC(CC)C(=O)Nc1cccc(C(=O)N2CCCCCC2)c1 | 10.4%
COC(=O)c1ccccc1OCC(=O)NC1CCCCC1 | -3.0%

More structures follow:
Compound | AmpC inh det
O=C(NC1CCCCC1)C(c1ccc(F)cc1)N(Cc1ccco1)C(=O)Cn1nnc2ccccc21 (stereo not given) | -4.8%
Cc1ccccc1-n1c(SCc2ccccn2)nc2n[nH]c(C)c2c1=N | -0.2%
COc1cccc(Oc2cncnc2-c2ccc(OC)cc2O)c1 | -3.7%
Cc1ccc(NC(=O)CCC(C(=O)O)N2C(=O)c3ccccc3C2=O)cc1 (stereo not given) | 9.6%
CCCCNC(=O)c1c(N)n(/N=C/c2ccccn2)c2nc3ccccc3nc12 | -4.0%
CON(C)c1nc(Oc2ccc(=O)[nH]n2)nc(N(C)C)n1 | -1.5%
Cc1occc1-c1nnc(SCC(=O)Nc2nccs2)n1CCc1ccccc1 | -5.1%
CC(=O)C1C(c2ccncc2)NC(=O)NC1(O)C(F)(F)F (stereo not given) | -1.0%
CCNC(=O)CN(c1ccc(OC)c(OC)c1)S(=O)(=O)c1ccccc1 | -4.2%
COC(=O)c1cn(CC(=O)NC2CCCCC2)c2ccccc12 | -0.8%

Carrying on.
Compound | AmpC inh det
Cc1ccc2c(c1)CCCN2C(=O)Nc1ccc2c(c1)OCO2 | 3.9%
Clc1ccccc1C1CC(c2ccccc2)Nc2ncnn21 (stereo not given) | 11.3%
COC(=O)c1[nH]c2ccc(C)cc2c1NC(=O)CN1CCCCC1C (stereo not given) | 0.6%
Cc1ccc(N)cc1-n1c(C)ccc1C | 14.5%
Cc1ccc(CCNC(=O)C2CCCN(S(=O)(=O)c3cnc[nH]3)C2)cc1 (stereo not given) | 5.1%

An excerpt; count on the stated rates, not on these rows.
